ALOX12 inh: inhibitors of human 12S-lipoxygenase ALOX12; P18054; purified 12hLO, xylenol orange hydroperoxide absorbance; Potency, µM (titrated, usually from 108 µM), for the others: at the top dose activity change, negative = inhibition, actives largely listed as inhibitors; actives 1.1% (n = 580,000); AID 1671190
Target sequence (P18054 whole entry, looked up): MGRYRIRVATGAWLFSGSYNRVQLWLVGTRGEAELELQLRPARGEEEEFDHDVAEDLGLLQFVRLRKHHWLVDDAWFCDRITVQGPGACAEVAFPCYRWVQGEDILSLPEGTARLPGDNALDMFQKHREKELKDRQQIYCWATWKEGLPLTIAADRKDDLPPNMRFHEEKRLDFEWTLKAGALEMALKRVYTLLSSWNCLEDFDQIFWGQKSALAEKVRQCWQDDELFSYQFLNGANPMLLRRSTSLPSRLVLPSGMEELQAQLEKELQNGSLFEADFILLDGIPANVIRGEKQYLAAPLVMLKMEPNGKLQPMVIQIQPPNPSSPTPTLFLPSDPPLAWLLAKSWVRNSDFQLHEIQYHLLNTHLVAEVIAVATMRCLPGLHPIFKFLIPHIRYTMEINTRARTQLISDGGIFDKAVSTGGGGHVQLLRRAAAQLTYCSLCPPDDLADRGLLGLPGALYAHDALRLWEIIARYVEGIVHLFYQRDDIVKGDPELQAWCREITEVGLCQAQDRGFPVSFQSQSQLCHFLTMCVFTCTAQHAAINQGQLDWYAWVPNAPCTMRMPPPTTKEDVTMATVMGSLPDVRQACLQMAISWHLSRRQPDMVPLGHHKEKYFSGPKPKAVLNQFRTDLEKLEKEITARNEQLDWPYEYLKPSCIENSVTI
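Hydroperoxide product was detected by ferrous iron/xylenol orange as the 573 to 405 nm absorbance ratio. Arachidonic acid at 40 uM (final) was turned over for 30 min at room temperature by 150 nM human 12hLO, pH 7.0 Hepes buffer, after 15 min compound preincubation.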
GLS inh: glutaminase GLS (human) inhibition | GLS enzymatic activity, qHTS titration | Potency, µM (series often up to 45.5 µM), for inactives: at the highest dose activity change, negative = inhibition, usual class: inhibitors | actives 0.21% (n = 410,000) | AID 624170
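Human kidney-isoform GLS in 45 mM KH2PO4 pH 8.2, 0.02% Tween-20, with compound, started with 1mM L-Glutamine (added stock). Glutamate oxidase/HRP/Amplex red coupled fluorescence read at start and after 30 min at RT.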
* marks the source's active call; other numbers are inactive results; ? = inconclusive; & = joins results of further samples. Calls follow the shape of the dose curve; as a rule, active = well fitted inhibition curve with a large enough effect; inconclusive = small, poorly fitted or top-dose-only effect, or another doubt; inactive = no such curve, though single readings can be large or run the other way. % is scaled to controls: 0 for no effect and ±100 for the full control effect; potency is read from the fitted curve at half-maximal effect.

Compound | GLS inh | ALOX12 inh
Cc1ccc(Cc2c(-c3ccco3)nc3ccc(Br)cn23)cc1 | -6% | 40µM*
CCCCn1nnnc1C(c1ccccc1)N1CCN(C(=O)C2CCCO2)CC1 (stereo not drawn) | -11% | 26%
O=S(=O)(c1cccc2ccccc12)N1CCC2CC1c1cc(-c3ccc4c(c3)OCO4)ccc12 (stereo not drawn) | -3% | 5%
CCCCCCn1cc(CN2CC(N3CCN(CCN(C)C)CC3)CS2(=O)=O)nn1 (stereo not drawn) | 4% | ?
COc1cc(OC)cc(OC2(C)CCN(Cc3ccc(OC(C)C)cc3)C2)c1 (stereo not drawn) | -1% | -52%
NC(c1ccccc1)c1csc(NC(=O)Nc2ccc(OC(F)(F)F)cc2)n1 (stereo not drawn) | 2% | ?
CN(C(=O)CN1CCN(c2cc(-c3ccc(OCc4ccccc4)cc3)ncn2)CC1)c1ccccc1 | 0% | 10µM*
CC1(C(=O)NS(=O)(=O)C2CC2)CCCN(C(=O)CSc2ccccc2)C1 (stereo not drawn) | -9% | 2%
CC(=O)NCCNc1nc2cc(-c3cscc3C)sc2c(=O)n1C | -14% | ?
O=C(Nc1ccc(OCc2ccccc2)cc1)Nc1nnc([C@H]2C[C@H](O)[C@@H](CO)O2)s1 | -2% | -12%
COc1cccc(CNc2nc(NCc3ccccc3)nc3ccsc23)c1 | 23% | ?
CC(=O)c1ccc(OC2(C)CCN(Cc3ccccc3OC(F)F)C2)cc1 (stereo not drawn) | 8% | -22%
CC(C)c1ccc(NC(=O)Nc2nc(C(N)C3CCCCC3)cs2)cc1 (stereo not drawn) | 10% | ?
CCNC(=O)C1CCCN(C(=O)c2cccc3ccccc23)CC1 (stereo not drawn) | 2% | -20%
COc1cc(C(=O)N2CCCCC2c2cc(C(=O)NCc3cccnc3)no2)cc(OC)c1C (stereo not drawn) | 7% | 11%
CCc1nc2ccc(C(=O)Nc3cccc(NS(C)(=O)=O)c3)cn2c1N(C)CCN1CCOCC1 | 30% | -12%
CC(=O)C1=CCC(c2ccc(Cl)cc2)N(S(=O)(=O)c2ccc(C)cc2)C1 (stereo not drawn) | 4%&15% | ?
Nc1[nH]c(C(=O)c2ccccc2)c(-c2ccc(Cl)cc2)c1C(=O)NCc1ccco1 | 4% | -3%
C[n+]1ccc2[nH]c3ccccc3c2c1 | -1% | ?
COCCNc1ncnc2c1ncn2[C@H]1CN(CCOC)C[C@@H](CO)O1 | 3% | 0%
CC(C)(C)Cc1c(-c2cccc(Cl)c2)nc2ccc(Br)cn12 | 20% | ?
CC(=O)Nc1ccc(-c2ccnc3c2CC(C)(C(=O)NCc2ccncc2)O3)cc1 (stereo not drawn) | 16% | -1%
COc1ccc(C(NC(=O)C2CCN(CCOc3ccc(Cl)cc3Cl)CC2)c2ccccn2)cc1 (stereo not drawn) | 14% | -11%
O=C1NC[C@@H](CCCCN2C[C@H](Cc3ccc(O)cc3)N(CCc3ccc(O)cc3)C(=O)C2=O)N(CC2CCCCC2)C1=O | 1% | -17%
O=C1NC[C@@H](CCCCN2CCN(Cc3ccccc3)C(=O)C2=O)N(CC2CCCCC2)C1=O | 3% | 2%

ALOX12 inh: what is marked active above.
Compound | GLS inh | ALOX12 inh
Cc1ccc(Cc2c(-c3ccco3)nc3ccc(Br)cn23)cc1 | -6% | 40µM*
CN(C(=O)CN1CCN(c2cc(-c3ccc(OCc4ccccc4)cc3)ncn2)CC1)c1ccccc1 | 0% | 10µM*

(further entries)
Compound | GLS inh | ALOX12 inh
COc1cccc(-c2cc3nc(NCCN4CCCC4)n(C)c(=O)c3s2)c1 | 5% | -9%
Cc1cccc(S(=O)(=O)NC(=O)C2(C)CCN2C(=O)Cc2ccc(-c3ccccc3)cc2)c1 (stereo not drawn) | 14% | 2%
CCN(CC)C(=O)c1cccc(-c2csc(C(O)c3ccccc3)n2)c1 (stereo not drawn) | 7% | 10%
CC1(C(=O)NS(=O)(=O)c2cccc(F)c2)CCN1C(=O)CC1CCCC1 (stereo not drawn) | 4% | ?
Cn1cncc1C#Cc1ccc(N2C(c3ccsc3)=Cc3ccc(F)cc3C2c2c[nH]c3ccccc23)cc1 (stereo not drawn) | 5% | 0%
CCOc1ccc(CCN2C(=S)N([C@@H](Cc3ccc(O)cc3)CN3CCC[C@@H]3CN3C(=S)NC[C@@H]3CC(C)C)C[C@@H]2CC(C)C)cc1 | 24% | -53%
Clc1ccccc1OCCNc1nc(NCC2CC2)nc2ccsc12 | -1% | ?
CCN(CC)C(=O)c1cccc(-c2csc(C(O)c3ccc(F)c(OC)c3)n2)c1 (stereo not drawn) | 10% | -6%
CC(O)(c1ccccc1)c1nc(-c2ccc(S(C)(=O)=O)cc2)cs1 (stereo not drawn) | 7% | 1%
Cc1cc(C)c2c(CN3CCCCCCC3)cc(=O)oc2c1 | -14% | ?
Cc1nc(C(F)(F)F)ccc1C(=O)N1CCC1(C)C(=O)NS(=O)(=O)c1cccc(F)c1 (stereo not drawn) | -11% | 45µM*
Cc1ccc(SC[C@H](C)CN2CCC(NC(=O)OCc3ccccc3)CCC2=O)cc1 (stereo partly drawn) | 0% | -13%
COc1ccc(C(NC(=O)C2CCN(CCOc3ccc(Cl)cc3Cl)CC2)c2cccs2)cc1 (stereo not drawn) | 18% | -28%
CCCCNC(=O)c1ccc2nc(CC)c(N(C)Cc3cccs3)n2c1 | 18% | ?
COCc1cccc(-c2csc(C(C)(NC(C)=O)c3ccccc3)n2)c1 (stereo not drawn) | 5% | -2%
O=C1c2ccccc2C(c2nnnn2-c2ccc3c(c2)OCCO3)N1Cc1ccc(F)cc1 (stereo not drawn) | 0% | -12%
O=C(NC1CC1)c1ccc(-c2cnc3cccnn23)cc1 | 6% | -17%
Cc1ccc(Cc2c(C3CCCCC3)nc3c(C)cc(Br)cn23)cc1 | -8% | ?
Cc1cc(C)n2c(Nc3c(C)cccc3C)c(CCc3ccccc3)nc2n1 | 11% | -3%
COC(=O)[C@]12CCCCC=C1N(Cc1ccco1)C(=O)[C@H](CC(=O)NCC1CCCCC1)C2 | 7% | ?
COc1ccc(NC(=O)c2cc(C3CCCCN3C(=O)c3cc(C(C)(C)C)nn3C)on2)c(C)c1 (stereo not drawn) | -8% | -23%
CCNC(=O)C1(C)CCN1CCS(=O)(=O)c1ccc(C)cc1 (stereo not drawn) | -1% | -25%
CCc1nc2c(OCCOC)cccn2c1N(C)C(=O)c1ccco1 | 5% | -26%
COC(=O)C1(C)COP(=O)(Nc2ccc(OC)cc2)OC1 (stereo not drawn) | -1% | 6%
CC(C)CNC(=O)C1(C)CCCN1C(=O)c1cccnc1Oc1ccccc1 (stereo not drawn) | 10% | -7%

Entries from the list above containing a CF3 group (2):
Compound | GLS inh | ALOX12 inh
NC(c1ccccc1)c1csc(NC(=O)Nc2ccc(OC(F)(F)F)cc2)n1 (stereo not drawn) | 2% | ?
Cc1nc(C(F)(F)F)ccc1C(=O)N1CCC1(C)C(=O)NS(=O)(=O)c1cccc(F)c1 (stereo not drawn) | -11% | 45µM*

Following part.
Compound | GLS inh | ALOX12 inh
COCCCNC(=O)c1ccc2nc([C@@H]3O[C@H](CO)[C@H](O)[C@H](O)[C@H]3O)[nH]c2c1 | 3% | -1%
CCCCCCCCN1C(=O)[C@H](CC(=O)NCc2ccc(OC)c(OC)c2)C[C@@]2(C(=O)OCC)CCCC=C12 | -4% | ?
COc1cccc(NC(=O)C2(C)CCN2C(=O)C2CCCCC2)c1 (stereo not drawn) | -3% | ?
CC(=O)Nc1cccc(-c2csc(C(C)(O)c3cccc(F)c3)n2)c1 (stereo not drawn) | 6% | 1%
COC(=O)N1C2CCCCC2=NN(c2ccccc2)N1C(=O)OC (stereo not drawn) | 1% | -11%
CCCCC[C@@H]1CCCCC[C@@H](O)C[C@@H](O)[C@@H](O)/C=C/C(=O)O1 | -10% | -1%
CC(=O)C1=CCC(c2ccc(F)cc2)N(S(=O)(=O)c2ccc(C)cc2)C1 (stereo not drawn) | 1%&0% | ?
CC(C)(C)c1ccc(CC(=O)N2CCC2(C)C(=O)NS(=O)(=O)c2ccc(Cl)s2)cc1 (stereo not drawn) | 1% | ?
COc1ccc(-c2cc(NC=O)c3ncc(-c4cccc(C(=O)NCCN(C)C)c4)n3c2)cn1 | 5% | -5%
CC(C)Nc1ncnc2c1ncn2[C@H]1CN(Cc2ccc3c(c2)OCO3)C[C@@H](CO)O1 | 22% | 2%
CCOC(=O)C1(C)CCCN1C(=O)c1cccc(F)c1 (stereo not drawn) | 0% | 4%
COc1ccc(C)cc1NC(=O)ON=C1CCCCC1 | -15% | -1%
CCCCCCCCN1C(=O)[C@H](CC(=O)NCc2cccc3ccccc23)C[C@@]2(C(=O)OC)CCCCC=C12 | -15% | -14%
CC1(C(=O)Nc2ccc3nc[nH]c3c2)CCN1C(=O)C1(c2ccccc2)CC1 (stereo not drawn) | 3% | 6%
COc1cccc(-c2cnc(C(O)c3ccc(OC)c(F)c3)[nH]2)c1 (stereo not drawn) | -7% | 10%
COc1ccc(NC(=O)c2cc(-c3ccc(F)cc3C)n[nH]2)cc1OC | -14% | -21%
CCNC(=O)C1(C)CCN(C(=O)c2cc(F)ccc2C)C1 (stereo not drawn) | -4% | 7%
CCOC(=O)C1(C)CCCN(C(=O)c2cc(C)on2)C1 (stereo not drawn) | -2% | 10%
CC1=C(C(=O)N(C(C)C)C(C)C)CC(CC(=O)NC2CC2)C(=O)N1Cc1ccc(F)cc1 (stereo not drawn) | 2% | -22%
COc1cc(OC)cc(-c2noc(-c3csc([C@@H]4C[C@H](O)[C@@H](CO)O4)n3)n2)c1 | 2% | 4%
CCOc1ccc(NS(=O)(=O)c2ccc(N)cc2)nn1 | -4% | 10%
CCOC(=O)[C@]12CCC=C1N(Cc1ccc3c(c1)OCO3)C(=O)[C@H](CC(=O)NCCCN1CCCC1=O)C2 | 1% | 2%
COc1ccccc1CNc1nc2cc(-c3sccc3C)sc2c(=O)n1C | -3% | -20%
COc1ccccc1-c1csc(C(NC(C)=O)c2cccc(F)c2)n1 (stereo not drawn) | 17% | 0%
COc1ccc(NC(=O)C2(C)CCN2Cc2ccc3ccccc3c2)cc1OC (stereo not drawn) | 0% | -1%
CC1(C(=O)O)CCN1C(=O)c1cccc(C(F)(F)F)c1 (stereo not drawn) | 16% | -1%
CC(=O)Oc1ccc(Cn2c(C)c(C(=O)NCc3ccc4c(c3)OCCO4)sc2=O)cc1 | 2% | 21%
OC[C@@H]1CN(Cc2ccncc2)C[C@H](n2cnc3c(N4CCOCC4)ncnc32)O1 | 0% | 6%
CC1OC(CCc2cccc(Cl)c2)Cc2[nH][nH]c(=O)c21 (stereo not drawn) | -3% | 29%
OC(c1ccc(F)c(F)c1)c1nc(-c2ccc(Cl)cc2)cs1 (stereo not drawn) | -10% | ?
CCCc1nc2c3ccccc3ccn2c1Cc1ccc(C)cc1 | -1% | ?
CC(C)(C)c1ccccc1NC(=O)Nc1nc(C(N)c2ccccc2Cl)cs1 (stereo not drawn) | 8% | ?
Fc1cccc(Cc2c(C3CCCCC3)nc3c4ccccc4ccn23)c1 | -14% | ?
COc1ccccc1Cc1c(-c2ccco2)nc2ccc(Cl)cn12 | -3% | ?
O=C(NC1CCCC1)C1c2ccccc2OCC(=O)N1CCc1ccccc1 (stereo not drawn) | -1% | 12%
FC(F)(F)c1ccccc1-c1ccc2nncn2c1 | -8% | -1%
CCOC(=O)C(=O)N(C)c1c(CC)nc2c(OCc3ccccc3C)cccn12 | -3% | -13%
CC(C)(C)c1ccc(CC(=O)N2CCC2(C)C(=O)NS(=O)(=O)c2ccccc2)cc1 (stereo not drawn) | -2% | 21%
CC1(Cc2cccc(C(F)(F)F)c2)C(=O)Nc2c(Cl)cccc21 (stereo not drawn) | 3% | -15%
NC(c1csc(Nc2cc(NCc3ccco3)ncn2)n1)c1ccccc1Cl (stereo not drawn) | 5% | -12%
Cc1ccc(Cc2c(-c3ccco3)nc3ccc(C)cn23)cc1 | 15% | ?
CC(=O)Nc1cccc(-c2cc(N3CCN(CCO)CC3)n3nccc3n2)c1 | 0% | -1%
CCOC(=O)C1=CCN(S(=O)(=O)c2ccc(C)cc2)C1c1cccc2ccccc12 (stereo not drawn) | -9% | 8%
CC(C)(C)c1ccc(S(=O)(=O)Nc2ccc(C(O)(C(F)(F)F)C(F)(F)F)cc2)cc1 | 1% | ?
C#CCNC(=O)C[C@@H]1C[C@@]2(C(=O)OC)CCCCC=C2N(CCCCCCCC)C1=O | -16% | ?
CC1(C(=O)NS(=O)(=O)c2cccc(F)c2)CCN1C(=O)C/C=C/c1ccccc1 (stereo not drawn) | 9% | -10%
O=C(NCc1cccs1)c1cccc2c(-c3cccnc3)coc12 | ? | 19%

Nothing new here: 5 of the compounds above.
Compound | GLS inh | ALOX12 inh
CCOC(=O)C(=O)N(C)c1c(CC)nc2c(OCc3ccccc3C)cccn12 | -3% | -13%
CC(C)(C)c1ccc(CC(=O)N2CCC2(C)C(=O)NS(=O)(=O)c2ccccc2)cc1 (stereo not drawn) | -2% | 21%
CC1(Cc2cccc(C(F)(F)F)c2)C(=O)Nc2c(Cl)cccc21 (stereo not drawn) | 3% | -15%
NC(c1csc(Nc2cc(NCc3ccco3)ncn2)n1)c1ccccc1Cl (stereo not drawn) | 5% | -12%
Cc1ccc(Cc2c(-c3ccco3)nc3ccc(C)cn23)cc1 | 15% | ?

Assay outcomes from PubChem.

The list is partial (hit frequency here may not be typical).
